Screening results deposited in PubChem by several laboratories.
EphB4 ephrin blk: EphB4-ephrin-B2 interaction antagonists, primary screen, biochemical, TNYL-RAW peptide probe, fluorescence polarization. Ephrin type-B receptor 4 (Homo sapiens), P54760. EphB4 LBD / TNYL-RAW-Alexa532 peptide. inhibition, % at 7 µM. actives 0.15% (n = 97,000). AID 720, 2007;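 active = inhibition above the screen-wide mean inhibition plus 3 SD, cut at about 15% in these data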;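 note: 0% = DMSO wells and 100% = excess unlabeled TNYL-RAW peptide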
PLAP act: PLAP enzyme activators, biochemical, luminescence, HTS; Alkaline phosphatase, placental type (Homo sapiens), P05187; purified PLAP enzyme, luminescent substrate read-out; stronger effect = higher value; activation fold at 20 µM; actives 1.2% (n = 96,000); AID 696, 2007; in the data active = activation fold above about 2
Target sequence (P05187 whole entry, looked up): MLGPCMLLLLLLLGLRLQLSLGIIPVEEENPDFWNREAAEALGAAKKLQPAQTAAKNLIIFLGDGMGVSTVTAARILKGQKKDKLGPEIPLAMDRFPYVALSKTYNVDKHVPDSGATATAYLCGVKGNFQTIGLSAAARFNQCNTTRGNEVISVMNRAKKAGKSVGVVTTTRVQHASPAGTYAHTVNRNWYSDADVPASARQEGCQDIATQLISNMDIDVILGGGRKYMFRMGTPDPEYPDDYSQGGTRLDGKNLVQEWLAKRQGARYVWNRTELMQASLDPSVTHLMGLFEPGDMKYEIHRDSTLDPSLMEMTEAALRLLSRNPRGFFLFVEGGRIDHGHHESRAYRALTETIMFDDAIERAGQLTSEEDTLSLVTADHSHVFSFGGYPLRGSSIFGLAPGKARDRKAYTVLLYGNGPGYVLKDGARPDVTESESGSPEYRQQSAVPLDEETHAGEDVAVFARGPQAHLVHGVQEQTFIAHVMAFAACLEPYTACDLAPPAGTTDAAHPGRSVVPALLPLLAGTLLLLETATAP
PLK1 PBD inh: Plk1 polo box domain binding inhibitors, primary screen, biochemical, fluorescence polarization | Plk1 PBD phosphopeptide binding | inhibition, %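 (tested at about 20 µM)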 | actives 0.13% (n = 97,000); in the data active = inhibition above about 34%, passing the limit was not always enough
S1P2 ag: S1P2 receptor agonists, primary screen, cell-based | Sphingosine 1-phosphate receptor 2 (Homo sapiens), O95136 | S1P2-expressing cell line, agonist reporter read-out | activation, % at 4.5 µM | actives 0.46% (n = 97,000); in the data active = activation above about 16%;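 note: 0% = vehicle low control and 100% = maximal reference agonist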
Target sequence (O95136 whole entry, looked up): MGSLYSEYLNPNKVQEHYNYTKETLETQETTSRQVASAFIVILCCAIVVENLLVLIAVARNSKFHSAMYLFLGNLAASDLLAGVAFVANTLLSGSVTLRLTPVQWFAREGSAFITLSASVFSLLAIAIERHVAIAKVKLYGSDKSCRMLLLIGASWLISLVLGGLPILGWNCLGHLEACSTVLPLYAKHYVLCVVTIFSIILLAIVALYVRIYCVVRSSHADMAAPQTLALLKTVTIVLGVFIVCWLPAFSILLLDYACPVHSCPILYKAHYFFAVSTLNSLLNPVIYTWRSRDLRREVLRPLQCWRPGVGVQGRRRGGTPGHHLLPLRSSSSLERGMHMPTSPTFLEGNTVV
MT1-MMP txn act: MT1-MMP promoter reporter activation – cell-based, luciferase luminescence, primary screen | HT1080 MT1-MMP promoter luciferase reporter, overnight; stronger effect = higher value | activation factor at 10 µM | actives 0.16% (n = 86,000) | AID 750, 2007;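 active = activation factor of at least 2 for MT1-MMP transcription at 10 µM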
FAK inh: FAK kinase inhibitors, primary screen, biochemical; inhibition, %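 (tested at 7 µM)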; Focal adhesion kinase 1 (Homo sapiens), Q05397; actives 0.84% (n = 97,000); AID 727, 2007; biochemical FAK kinase activity assay; in the data active = inhibition above about 19%;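 note: 0% = DMSO and 100% = reference compound high control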
HIV Rev-RRE inh: HIV-1 Rev-RRE binding inhibitors, primary screen, biochemical, FRET, protein-RNA interaction; P05866; Rev peptide-RRE RNA binding; inhibition, % at 8 µM; actives 0.79% (n = 97,000);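 active = inhibition above the screen-wide mean plus 3 SD, cut at about 35% in these data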;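 note: 0% = median DMSO wells and 100% = median Neomycin B control wells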
Target sequence (P05866 whole entry, looked up): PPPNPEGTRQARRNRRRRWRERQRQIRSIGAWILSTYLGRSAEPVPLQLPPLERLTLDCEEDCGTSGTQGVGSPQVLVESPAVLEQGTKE
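assay system = Cy5-tagged RRE RNA duplex with fluorescein-tagged Rev peptide | incubation = 5 + 15 min at 25 °C | also added = labelled Rev peptide | measure = % inhibition of FRET ratio versus controls | benchmarks = DMSO wells as 0% and neomycin B wells as 100% inhibition | measured by = FRET fluorescence readout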
S1P2 antag: human S1P2 receptor antagonists, primary screen, cell-based | Sphingosine 1-phosphate receptor 2 (Homo sapiens), O95136 | cell-based S1P2 antagonist assay, inhibition at 5 uM | inhibition, % at 5 µM | actives 0.21% (n = 97,000) | AID 736, 2007; in the data active = inhibition above about 45%;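 note: CRE beta-lactamase reporter cells expressing human S1P2 stimulated with S1P; 0% = agonist at EC80 alone and 100% = agonist plus reference antagonist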
PLK1 inh: human PLK1 kinase inhibitors, primary screen, biochemical, TR-FRET; Serine/threonine-protein kinase PLK1 (Homo sapiens), P53350; recombinant PLK1 kinase, TR-FRET peptide phosphorylation; inhibition, % at 10 µM; actives 0.53% (n = 97,000); AID 619, 2007;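 active = inhibition of 50% or more in the single-concentration screen; inactive = inhibition below 50%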;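 note: 0% = DMSO max control and 100% = H-89 dihydrochloride min control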
Active calls of the source: *; . = not tested or not shown.

SMILES | EphB4 ephrin blk | PLAP act | PLK1 PBD inh | S1P2 ag | MT1-MMP txn act | FAK inh | HIV Rev-RRE inh | S1P2 antag | PLK1 inh
CCOC(=O)c1cc(CC)sc1NC(=O)CCC(=O)O | -2 | 1.4 | 4 | -10 | 1.2 | -4 | -2 | -13 | -11
CSc1ccc(Cl)c(C(=O)NCC(C)C)c1 | 10 | 1.1 | -10 | -5 | 1.1 | 0 | 8 | 2 | -1
N/C(Cc1ccc([N+](=O)[O-])cc1)=N\OC(=O)c1ccc2ccccc2c1 | 3 | 1.1 | -20 | -5 | 1.4 | 1 | 7 | -9 | -2
COC(=O)c1ccc(N)cc1O | -8 | 0.7 | -2 | -3 | 1.4 | 1 | 1 | -29 | 1
CC(=O)c1cccc(S(=O)(=O)N(Cc2cc3cc4c(cc3[nH]c2=O)OCCO4)CC2CCCO2)c1 (stereo unspecified) | 13 | 1.1 | -8 | -2 | 1.3 | 8 | 10 | 10 | -18
C=Cn1c(N2CCOCC2)nc2c1c(=O)[nH]c(=O)n2C | -2 | 0.8 | 3 | -10 | 1 | 4 | 2 | -34 | -4
O=C(CN1C(=O)C2C3C=CC(C3)C2C1=O)Nc1cccc2c1CCCC2 (stereo unspecified) | -7 | 1 | -7 | -3 | 0.9 | -2 | -1 | -11 | -2
CCc1cc2cc(C)ccc2nc1SCC(=O)Nc1cc(C)on1 | 6 | . | 8 | 0 | 1.1 | -1 | 2 | -9 | -7
O=C(O)CCCC(=O)Nc1ccc(Cl)c(Cl)c1 | -1 | 1 | 7 | -1 | 1.2 | 1 | 4 | -28 | -4
COc1cccc(C2=NO[C@@H]3C(=O)N(Cc4ccccc4)C(=O)[C@H]23)c1OC | 7 | 1.1 | -41 | -8 | 1.1 | 6 | 6 | 7 | -9
CCOCCCNC(=O)C1CC(=O)N(C2CCCC2)C1 (stereo unspecified) | -1 | 1 | 12 | -1 | 1.3 | 1 | 4 | -11 | -15
O=C1OC(OC2CCCCC2)(c2ccccc2)c2ccccc21 (stereo unspecified) | -4 | 0.8 | 11 | -8 | . | 5 | 22 | 7 | -16
CC(C)Cc1nc(S(=O)(=O)c2ccc(Cl)cc2)c(N2CCOCC2)o1 | 1 | 0.9 | -7 | -2 | 1.1 | -3 | 5 | 8 | -8
CCOC(=O)C(C(=O)OCC)C1N=C(N)N=C2Oc3ccccc3N21 (stereo unspecified) | 4 | . | -13 | -4 | 1.5 | -3 | 2 | 17 | -3
COC(=O)CSc1nnc(CNc2ccc(Cl)cc2)n1Cc1ccccc1 | 2 | 1.6 | -22 | -5 | 1.1 | -2 | 11 | 13 | 5
COc1ccccc1OCC(O)Cn1c(=N)n(Cc2ccccc2)c2ccccc21 (stereo unspecified) | 2 | 1.5 | -1 | -5 | 1.3 | 1 | 7 | 14 | -3
COc1ccc2[nH]c(=O)c(CN(Cc3ccco3)C(=O)c3ccccc3)cc2c1 | -6 | 1.1 | 0 | -1 | 1.1 | 4 | 3 | -13 | -5
COc1ccc(CNc2nc3ccccc3n2CCN2CCCCC2)c(OC)c1 | -2 | 1.4 | -8 | -5 | 1.2 | 0 | 8 | 5 | -10
COc1ccccc1N1CCN(S(=O)(=O)CC23CCC(CC2=O)C3(C)C)CC1 (stereo unspecified) | -1 | 1.6 | -8 | -2 | 1 | -1 | 4 | 1 | -4
CCN(CC)CCOC(=O)c1ccc(NC(=O)C2(c3ccccc3)CCCC2)cc1 | 2 | 1.5 | -1 | -5 | . | -5 | 7 | 3 | -5
CCn1ncc2c1C(=O)NC1c3ccccc3C(=O)N21 (stereo unspecified) | 1 | 1.1 | -27 | -2 | 1.2 | 0 | 3 | -14 | 3
CC(=O)NCC(=O)N(C)C(C(=O)Nc1ccc2c(c1)OCCO2)c1ccccc1 (stereo unspecified) | 2 | . | 4 | -8 | 1.2 | 2 | 7 | 10 | -4
COc1ccccc1NC(=O)CSc1nnc(-c2ccc(NC(C)=O)cc2)n1C | -8 | 1.1 | 13 | -8 | 1.2 | -8 | 0 | 7 | -3
CC1CCN(C(=O)c2ccc(-n3cnnn3)cc2)CC1 | 5 | . | -8 | -3 | 1.2 | 0 | 4 | 4 | -9
Cc1nn2cc(-c3ccc(-c4ccccc4)cc3)nc2s1 | 6 | 1.1 | -11 | -8 | 0.3 | 3 | 1 | 8 | -6
COC(=O)c1ccc(CC(=O)c2c(C)cc(O)cc2O)o1 | -1 | 1.2 | 12 | -1 | 1.1 | 1 | 1 | 13 | -9
O=C(O)CCc1ccc(-c2ccc(F)cc2)n1CCC(=O)O | 6 | 1.3 | 24 | -3 | 1.2 | 0 | 4 | -16 | -2
COC(=O)Cn1ncn2c(cc3oc(C)cc32)c1=O | -5 | 0.9 | -12 | 1 | 1.5 | 2 | 7 | 2 | -2
Cc1ccc(NCc2nnc(SCC(=O)N3CCCc4ccccc43)o2)c(C)c1 | 5 | 0.9 | 0 | -11 | 1.2 | -4 | 6 | 22 | 1
CC(=O)c1cc(C#N)c(SCC(=O)OC(C)C)nc1C | 5 | 1.1 | 0 | -2 | 1.1 | 3 | 3 | 5 | -11
Cc1ccc(SCC(=O)NCc2cccnc2)cc1 | 3 | 0.9 | -9 | -4 | 1.3 | 1 | -1 | -1 | -8
COC(=O)Nc1nnc(CC(=O)Nc2ccccc2C)s1 | 9 | . | -8 | -1 | 1.2 | 0 | 8 | 11 | -10
COc1ccc(C2NC(=O)c3sc(=S)n(-c4ccccc4)c3N2)cc1 (stereo unspecified) | 5 | 0.9 | 21 | -8 | . | -2 | 6 | 0 | -3
CNc1c([N+](=O)[O-])ncn1C | 2 | 0.7 | 12 | -2 | 1.1 | 0 | 2 | -5 | 3
COc1ccc(S(=O)(=O)N(CC(=O)NC(C)C)Cc2ccccc2)cc1 | -8 | 1.1 | 16 | -1 | 1.2 | 2 | 2 | 0 | 1
COc1ccccc1-n1c2c(cc(C(=O)N3CCC(C)CC3)c1=O)C(=O)CC(C)(C)C2 | -1 | 1.3 | 6 | -2 | 1 | -1 | -1 | 9 | -4
CCOC(=O)C1=C(C)NC2=C(C(=O)CCC2)C1c1cccs1 (stereo unspecified) | -4 | 0.8 | 10 | 0 | . | 1 | 0 | 2 | -12
CCc1nnc(NC(=O)c2c(O)c3c([nH]c2=O)CCCC3)s1 | 0 | . | -8 | -2 | 1.4 | 0 | 3 | -2 | -14
CCCCCCCCCCS(=O)(=O)N/N=C/c1ccc([N+](=O)[O-])cc1 | -1 | 1.6 | -10 | -3 | 1.3 | 5 | 5 | -8 | -23
CCc1cc([N+](=O)[O-])cc(CC)c1N | 7 | 0.8 | 6 | -4 | . | -1 | 8 | -13 | -11

Four entries from above, with two lines to a compound.
The line under a structure holds: EphB4 ephrin blk, PLAP act, PLK1 PBD inh, S1P2 ag, MT1-MMP txn act, FAK inh, HIV Rev-RRE inh, S1P2 antag, PLK1 inh
> CC(=O)c1cc(C#N)c(SCC(=O)OC(C)C)nc1C
→ 5, 1.1, 0, -2, 1.1, 3, 3, 5, -11
> Cc1ccc(SCC(=O)NCc2cccnc2)cc1
→ 3, 0.9, -9, -4, 1.3, 1, -1, -1, -8
> COC(=O)Nc1nnc(CC(=O)Nc2ccccc2C)s1
→ 9, ., -8, -1, 1.2, 0, 8, 11, -10
> COc1ccc(C2NC(=O)c3sc(=S)n(-c4ccccc4)c3N2)cc1 (stereo unspecified)
→ 5, 0.9, 21, -8, ., -2, 6, 0, -3

(more compounds)
SMILES | EphB4 ephrin blk | PLAP act | PLK1 PBD inh | S1P2 ag | MT1-MMP txn act | FAK inh | HIV Rev-RRE inh | S1P2 antag | PLK1 inh
O=C(O)CSc1nnnn1-c1ccc2c(c1)OCCO2 | 1 | 1 | -7 | -1 | . | -2 | 0 | -10 | -7
COc1ccc2cc3cc(C(=O)NCCN4CCN(Cc5ccccc5)CC4)oc3nc2c1 | 1 | 1.5 | -4 | -5 | 1.6 | -3 | 5 | 8 | -11
O=C(Cn1ccc(C(F)(F)F)n1)Nc1ccc(S(=O)(=O)NCc2ccco2)cc1 | 0 | . | -12 | -7 | 1 | -6 | 8 | 8 | -15
COc1ccc(C)cc1NC(=O)CSc1nnc(-c2cc3cccc(OC)c3o2)n1N | -7 | 1 | -17 | -6 | 1.1 | -3 | -1 | -1 | -6
Cc1onc(-c2ccccc2Cl)c1C(=O)Nc1cccc2cccnc12 | 3 | 0.8 | -1 | 1 | 1.9 | 3 | 11 | 1 | -10
COc1ccc(/C=N/n2cncn2)cc1COc1ccc(NC(C)=O)cc1 | -5 | 1.1 | -2 | -1 | 1.2 | 3 | -1 | -9 | -9
Cc1ccc(S(=O)(=O)n2ccc(-c3cccc(OCc4c(F)cccc4Cl)c3)n2)cc1 | 0 | 1 | 21 | -4 | . | 0 | 11 | 14 | -9
COc1ccc(CNC(=S)N/N=C/c2ccc(OC)c(OC)c2)cc1 | 12 | 1 | -9 | -3 | . | -1 | 0 | 5 | -12
Cc1cc(C)c2c(=O)[nH]c(SCC(=O)c3ccc(C(C)C)cc3)nc2n1 | 5 | 1.5 | -16 | -7 | 0.9 | -10 | 13 | -12 | -85
O=S(=O)(Nc1nc2ccccc2nc1NCc1ccco1)c1cccs1 | -5 | 1.2 | 22 | -2 | 1 | -8 | 0 | 19 | -4
CCc1nnc(NC(=O)CSc2nnc(-c3c[nH]c4ccccc34)n2CC)s1 | 5 | 1 | 15 | -7 | 1.1 | -3 | 6 | 18 | -8
CCCn1c(SCC(=O)NCc2cccs2)nc2c1c(=O)n(C)c(=O)n2C | -2 | 0.9 | -23 | -4 | 1.1 | 0 | -1 | 0 | -12
CCc1ccc(-n2nnnc2SCC(=O)NNC(=O)c2ccco2)cc1 | -2 | 2.3* | 52 | -2 | . | -3 | 4 | 13 | -4
Cc1ccc(CN(Cc2cccnc2)C(=O)CN2C(=O)COc3ccccc32)o1 | 1 | 1.5 | -9 | -5 | 1.2 | -10 | 2 | 8 | -11
O=S(=O)(N1CCOCC1)n1nnc2ccccc21 | 13 | 0.9 | -1 | -6 | 1 | 2 | 8 | 20 | -9
CCOC(=O)c1[nH]c(C)c(C(=O)OCC)c1C | 3 | 0.9 | -12 | -8 | 1.2 | 11 | 8 | -25 | -8
Cc1ccc(-c2nc(N/N=C/c3cccc([N+](=O)[O-])c3)c3ccccc3n2)cc1 | -6 | . | 34 | -5 | . | 5 | -2 | 19 | -5
Cc1ccc(C(=O)NCCn2cc(SCC(=O)Nc3nnc(C)s3)c3ccccc32)cc1 | 5 | 1.3 | 7 | -3 | 1.6 | 3 | 9 | 16 | 62*
Cc1cccc(Nc2ncnc3nc[nH]c23)c1C | 0 | . | -41 | -7 | 1.3 | -2 | 5 | 2 | 56*
O=S(=O)(c1ccc2c(c1)OCCO2)N1CCC(n2nnc3cc(F)ccc32)CC1 | 2 | . | -2 | -8 | 1.2 | 2 | 4 | -7 | -3
CC1CCN(S(=O)(=O)c2ccc3c(c2)oc(=O)n3CC(=O)N2CCc3ccccc3C2)CC1 | -1 | 0.8 | -20 | -3 | . | 1 | 14 | 18 | 0
CCOc1ccc(C(=O)Nc2ccc(NC(=O)c3ccco3)c(Cl)c2)cc1Cl | 5 | 0.6 | -30 | -3 | 1 | 11 | 3 | -30 | -35
COc1ccccc1C1=NOC(Cn2c(=O)c3c(ncn3C)n(C)c2=O)C1 (stereo unspecified) | -2 | 1.1 | 25 | -6 | 1.2 | -1 | 4 | 6 | 1
